KCNQ1 inh – blocks the human KCNQ1 potassium channel; AID 2642; B-score at 10 µM; hit rate 1.3% among 310,000; CHO-K1 KCNQ1, FluxOR thallium flux fluorescence; active compounds read high; P51787;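 active means compounds whose thallium flux B-score, printed positive for inhibition, exceeds three library SD while starting fluorescence stays within three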;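 further: channel opened by potassium depolarization with thallium stimulus after 20 min compound exposure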
KCNK9 inh – inhibitors of human KCNK9 two-pore domain potassium channel. Q9NPC2. HEK293 KCNK9, FluxOR thallium flux fluorescence; active compounds read low. B-score at 10 µM. hit rate 1.2% among 310,000. AID 488922;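 active means ratio B-score over 3 SD below the library mean, with starting fluorescence within 5 SD of its mean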;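 further: negative B-score means less thallium flux so channel inhibition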
ANO1 block – inhibitors of mouse TMEM16A calcium-activated chloride channel; Q8BHY3; HEK293 TMEM16A/YFP iodide influx fluorescence, ionomycin; normalized B-score (activity score, 25-100; higher = stronger inhibition) at 10 µM; hit rate 1.2% among 310,000; AID 588511;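 active means ratio plate-corrected score three or more library SD toward inhibition, starting fluorescence score within five deviations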;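 further: score derived from kinetic fluorescence span divided by baseline fluorescence per well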
Target sequence (Q8BHY3 whole entry, looked up): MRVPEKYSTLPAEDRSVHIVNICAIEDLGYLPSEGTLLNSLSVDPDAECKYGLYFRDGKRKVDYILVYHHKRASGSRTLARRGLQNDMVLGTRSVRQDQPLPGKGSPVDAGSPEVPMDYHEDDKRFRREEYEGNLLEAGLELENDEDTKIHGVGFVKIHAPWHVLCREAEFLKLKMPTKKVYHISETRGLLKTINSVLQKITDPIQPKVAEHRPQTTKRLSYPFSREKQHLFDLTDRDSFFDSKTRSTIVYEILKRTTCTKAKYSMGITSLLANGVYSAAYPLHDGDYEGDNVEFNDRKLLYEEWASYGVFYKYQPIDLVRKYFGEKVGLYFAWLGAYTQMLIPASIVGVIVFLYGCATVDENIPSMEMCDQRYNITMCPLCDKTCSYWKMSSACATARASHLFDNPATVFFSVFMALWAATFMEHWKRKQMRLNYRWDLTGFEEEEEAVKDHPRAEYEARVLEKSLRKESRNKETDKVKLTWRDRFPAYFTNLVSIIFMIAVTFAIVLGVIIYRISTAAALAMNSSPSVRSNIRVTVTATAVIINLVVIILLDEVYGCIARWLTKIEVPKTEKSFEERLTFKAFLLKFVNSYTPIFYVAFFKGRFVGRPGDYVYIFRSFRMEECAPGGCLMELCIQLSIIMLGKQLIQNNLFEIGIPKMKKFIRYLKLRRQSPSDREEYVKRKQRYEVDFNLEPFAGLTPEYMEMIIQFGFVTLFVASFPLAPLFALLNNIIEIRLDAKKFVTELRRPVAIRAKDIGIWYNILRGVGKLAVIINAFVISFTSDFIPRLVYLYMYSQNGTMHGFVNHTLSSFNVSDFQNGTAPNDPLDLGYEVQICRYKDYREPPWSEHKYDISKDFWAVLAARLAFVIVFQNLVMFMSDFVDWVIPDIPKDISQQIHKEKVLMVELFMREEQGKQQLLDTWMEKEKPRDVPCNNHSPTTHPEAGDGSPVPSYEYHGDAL
MrgX1 PAM – human MrgX1 positive allosteric modulation, primary screen. Q96LB2. MrgX1-HEK293, Fluo-4 calcium flux, FDSS; active compounds read high. B-score at 10 µM. hit rate 0.63% among 310,000;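 active means plate-corrected calcium response at least 3 library SD above typical, normal starting fluorescence, not activating the receptor alone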;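 further: compound read alongside a low EC10 to EC30 dose of BAM8-22 agonist; peak minus trough fluorescence over baseline measured at the second addition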
MrgX1 ag – agonists of human MrgX1 receptor | MrgX1-HEK293 cells, Fluo-4 calcium fluorescence, agonist mode; active compounds read high | B-score at 10 µM | hit rate 0.44% among 310,000 | AID 588627;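 active means calcium response B-score plate-corrected fluorescence ratio at least 3 library SD, with starting fluorescence B-score inside 5 SD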
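Material – MrgX1-expressing HEK293 cells · Input – 15,000 cells seeded per well · Dosing – compound as first of three additions · Times – overnight seeding, then 1 h dark dye loading · Measured by – kinetic Fluo-4 NW fluorescence of intracellular calcium · Read-out – B-scored fluorescence response ratio · Benchmarks – positive and negative control wells on each plate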
hERG protect – hERG (human) protection from proarrhythmic block | Q12809 | CHO-hERG, FluxOR thallium flux, dofetilide IC70 present | activation (rescue from dofetilide block), less the hit threshold, % at 10 µM | hit rate 0.51% among 310,000 | AID 1511;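 active means activation above the mean of controls blocked by dofetilide plus 5 SD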;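 further: thallium influx through hERG after potassium depolarization seen as dye fluorescence rise; in these data hits start at about 4.7%; inactives centre near -7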
RGS4 block – inhibitors of human RGS4; P49798; HEK293 M3R/RGS4 inducible, Fluo-4 calcium flux; active compounds read high; triggered by carbachol at its EC20; B-score at 10 µM; hit rate 0.45% among 310,000;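 active means B-score, a plate-corrected calcium signal, over three deviations above library mean, with baseline fluorescence within five deviations of library mean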;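 further: RGS4 expression induced by doxycycline in cells with stable M3 receptor; B-score is computed from the integrated fluorescence ratio over baseline after carbachol; higher B-score means a larger calcium signal and so more RGS4 inhibition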
RGS4 act – potentiators or activators of RGS4. HEK293 M3R/inducible RGS4, carbachol calcium flux Fluo4; active compounds read low. B-score at 10 µM. hit rate 0.92% among 310,000. AID 463111;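 active means B-score of the integrated calcium signal more than 4 SD below the library mean, with starting fluorescence not abnormally high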;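 further: negative B-score means reduced calcium response which marks RGS4 activation or potentiation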
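Detection: kinetic calcium fluorescence imaging with Fluo4-AM dye, 2 µM / Material: HEK293 cells with stable M3R and inducible RGS4 / Schedule: recording 10 s baseline at 1 Hz, 100 s post-agonist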
KCNQ1 act – human KCNQ1 channel potentiation or activation; B-score at 10 µM; P51787; AID 2648; hit rate 0.35% among 310,000; CHO-K1 KCNQ1, thallium flux FluxOR fluorescence; active compounds read high;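 active means fluorescence ratio B-score, a plate-corrected score, at least three library SD, with initial intensity B-score within 5 SD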
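Assay system: CHO-K1 cells stably expressing KCNQ1; Medium: assay buffer with matched DMSO; Also added: K+/Tl+ depolarizing stimulus; Dosing: single dose; Timing: dye 90 min, compound 20 min, room temperature; Measured by: kinetic FluxOR thallium fluorescence, 10-s 1-Hz baseline, 110-s post-stimulus read; Read-out: peak-minus-minimum fluorescence over initial fluorescence, negative-control normalized, B-scored.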
ANO1 activ – activates or potentiates the mouse TMEM16A chloride channel. HEK293 TMEM16A/YFP-H148Q/I152L, iodide quench fluorescence; active compounds read low. B-score at 10 µM. hit rate 0.3% among 340,000. AID 623877;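 active means fluorescence-ratio B-score plate-corrected deviation score at least 3 library SD below zero, with starting fluorescence score within 5 deviations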;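 further: channel opened by trigger with iodide after compound preincubation; score built on the fluorescence ratio of max minus min over baseline; more negative score means more quench and so TMEM16A activation or potentiation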
KCNK3 block – human KCNK3 channel inhibition, primary screen | O14649 | CHO-KCNK3 thallium flux, FluxOR fluorescence; active compounds read low | B-score at 10 µM | hit rate 0.84% among 340,000 | AID 602410;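 active means B-score under library mean minus 4 SD, starting fluorescence ratio at most library mean plus 5 SD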;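 further: more negative B-score means stronger inhibition of thallium flux through KCNK3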
* marks the source's active call; other numbers are inactive results; i = inactive; . = no result given.

Every second line gives: hERG protect, RGS4 block, ANO1 block, MrgX1 ag, RGS4 act, KCNK3 block, MrgX1 PAM, KCNQ1 inh, ANO1 activ, KCNK9 inh, KCNQ1 act
1: CCOC(=O)c1c(C)n(-c2ccc(OC)cc2)c2c(C/C(C)=N/O)c(Br)c(OC)c(O)c12
    -3, i, i, i, i, i, i, i, i, i, i
2: Cc1cc(-c2ccc(S(=O)(=O)N3CCc4ccccc4C3)s2)on1
    -6, i, i, i, i, i, i, i, i, i, i
3: CCCC/C(C)=N/NC(=O)CN(c1ccc(Br)cc1)S(=O)(=O)c1ccccc1
    -2, i, i, i, i, i, i, i, i, i, i
4: CC1(C)C[C@@H]2C[C@@](C)(CN2C(=O)c2cc(COc3cccc(C(F)(F)F)c3)on2)C1
    -14, i, 25*, i, i, i, i, 7*, i, i, i
5: COc1ccc(/C=C2/NC(=O)CNC2=O)cc1
    -5, i, i, i, i, i, i, i, i, i, i
6: CCOCCCN(C)C1CCN(C(=O)c2oc3ccccc3c2NC(=O)c2ccc(F)cc2)CC1
    -12, i, i, i, i, i, i, i, i, i, i
7: Cc1cccc(C(=O)Oc2ccccc2/C=N/NC(=O)c2ccc(NC(=O)C(C)(C)C)cc2)c1
    -4, i, i, i, i, i, i, i, i, i, i
8: Cc1nc2c(=O)n(-c3ccc(F)cc3F)nc(C)c2s1
    -5, i, i, i, i, i, i, i, i, i, i
9: CCN1C(=O)[C@H]2[C@@H](c3ccc(C)cc3)N3C(=O)N(c4ccc(OC)cc4)C(=O)[C@@]3(Cc3ccccc3)[C@H]2C1=O
    -6, i, i, i, i, i, i, i, i, i, i
10: C=C(C(=O)c1ccccc1)C(C(=C)C(=O)c1ccccc1)c1ccc(OC)cc1
    -4, i, i, i, i, i, i, i, i, i, i
11: CCOC(=O)C1=C(O)C(=O)N(c2ccc(S(N)(=O)=O)cc2)C1c1ccc(Br)cc1 (centres undefined)
    -11, i, i, i, i, i, i, i, i, i, i
12: O=C(NCc1nc2ccccc2[nH]1)C1=C[C@H](C2CC2)C[C@H](OCc2ccc(CO)cc2)O1
    -3, i, i, i, i, i, i, i, i, i, i
13: CCc1ccccc1NC(=O)c1ccc2c(O)c(S(=O)(=O)c3ccc(OC)cc3)c(=O)[nH]c2c1
    -9, i, i, i, i, i, i, i, i, i, i
14: N#Cc1ccc(CSc2nnc(-c3cnccn3)o2)cc1
    -2, i, i, i, i, i, i, i, i, i, i
15: CCCCNC(=O)CC1NCCNC1=O (centres undefined)
    -6, i, i, i, i, i, i, i, i, i, i
16: COc1ccc(C2(C(=O)Nc3ccc(OC)cc3OC)CCCC2)cc1
    -13, i, i, i, i, i, 12*, i, i, i, i
17: COC(=O)C1=C(C(=O)OC)[C@@H]2N(Cc3ccccc3)c3ccccc3[C@@]23C[C@@H](C(=O)OC)N(C(=O)c2cc(C)oc2C)C3=N1
    0, i, i, i, i, i, i, i, i, i, i
18: C=CCN(C(=O)CCC(=O)Nc1cc(C)on1)C(C(=O)NC(C)(C)CC)c1cccc(OC)c1OC (centres undefined)
    -6, i, i, i, i, i, i, i, i, i, i
19: Cc1cccn2c(=O)c3cc(C(=O)NC4CCCC4)c(=N)n(C4CCCCC4)c3nc12
    -15, i, i, i, i, i, i, i, i, i, i
20: CCOC(=O)CCCCCNC(=O)c1ccc(F)cc1F
    -2, i, i, i, i, i, i, i, i, i, i
21: COc1cc(OC)c(S(=O)(=O)Nc2ccccc2N2CCCCC2)cc1NC(C)=O
    -5, i, i, i, i, i, i, i, i, i, i
22: Cc1ccc(S(=O)(=O)N(C)CC(=O)Nc2cccnc2)cc1
    -2, i, i, i, i, i, i, i, i, i, i
23: N#Cc1c(N)[nH]c(=S)c(C#N)c1-c1ccccc1
    -18, i, i, i, i, i, i, i, i, i, i
24: COc1cccc(OCc2cc(C(=O)N3CCCC3c3ccccn3)no2)c1 (centres undefined)
    -13, i, i, i, i, i, i, i, i, i, i
25: CCN=C1NN=C(c2cc(C)n(Cc3ccco3)c2C)CS1
    -15, i, i, i, i, i, i, i, i, i, i
26: COc1ccccc1-c1c(C)oc2cc(OC(=O)c3ccco3)ccc2c1=O
    -7, i, i, i, i, i, i, i, i, i, i
27: CNC[C@H](CC1CCCCC1)NC[C@H](NCCC1CCCC1)[C@H](C)O
    -13, i, i, i, i, i, i, i, i, i, i
28: COC(=O)c1ccccc1NC(=O)CSc1nnnn1-c1ccc(C)cc1C
    -5, i, i, i, i, i, i, i, i, i, i
29: O=C(NCCCc1ccccc1)c1cc(COc2c(F)cccc2F)on1
    -9, i, i, i, i, i, i, i, i, i, i
30: CCOc1nc2ccccc2nc1NS(=O)(=O)c1ccccc1
    -7, i, i, i, i, i, i, i, i, i, i
31: O=C(N=C1c2ccccc2CN1c1cccc(Cl)c1)c1cccnc1
    -8, i, i, i, i, i, i, i, i, i, i
32: c1ccc(N2CCN(CCc3nnc4n3CCCCC4)CC2)cc1
    -11, i, i, i, i, i, i, i, i, i, i
33: CCOC(=O)CC(=O)NC1(Cc2ccc(O)cc2)CCCCC1
    -2, i, i, i, i, i, i, i, i, i, i
34: OCCn1nc(-c2ccccc2)cc1-c1ccccc1
    -6, i, i, 32*, i, i, i, i, i, i, i
35: O=C1C2CC=CCC2C(=O)N1c1cccc(OS(=O)(=O)c2ccc3ccccc3c2)c1 (centres undefined)
    -12, i, i, i, i, i, i, i, i, i, i
36: COc1ccc(-c2[nH]ncc2-c2ccc(Cl)cc2)c(O)c1
    -8, i, i, i, i, i, 6.7*, i, i, i, i
37: COCCn1c(=S)[nH]c2cc(C(=O)N3CCc4ccccc43)ccc2c1=O
    -10, i, i, i, i, i, i, i, i, i, i
38: CCC1C(c2ccccc2)N(C)C(c2ccccc2)CC1(O)c1ccccc1 (centres undefined)
    -23, i, i, i, -7.7*, i, i, 12*, i, i, i
39: CC(C)c1nnc(NC(=O)CC23CC4CC(CC(C4)C2)C3)s1
    -5, i, i, i, i, i, i, i, i, i, i
40: O=C(CSc1ccc(-c2ccc(Cl)cc2)nn1)NC1CCCC1
    -1, i, i, i, i, i, i, i, i, i, i
41: CCCc1nc(NCCO)c(C#N)c2c1CCCC2
    -9, i, i, i, i, i, i, i, i, i, i
42: NNC(=O)CN1C(=O)Nc2ccc(Br)cc2C1c1ccccc1 (centres undefined)
    -8, i, i, i, i, i, i, i, i, i, i
43: Cc1ccc(-c2n[nH]c(=S)c3ccccc23)cc1
    -10, i, i, i, i, i, i, i, i, i, i
44: CC(NC(=O)C12CC3CC(CC(C3)C1)C2)c1ccc(F)cc1 (centres undefined)
    -3, i, i, i, i, i, i, i, i, i, i
45: O=C(c1ccc(Cl)c(S(=O)(=O)N2CCCC2)c1)N1CCOCC1
    -5, i, i, i, i, i, i, i, i, i, i
46: Cn1ccnc1C(=O)c1cccc(Br)c1
    -6, i, i, i, i, i, i, i, i, i, i
47: COC(=O)[C@@H](C)NC(=O)c1ccc2oc(CCc3ccccc3)nc2c1
    0, i, i, i, i, i, i, i, i, i, i
48: Cc1cccc(NC(=O)CSc2ncnc3nc[nH]c23)c1C
    -4, i, i, i, i, i, i, i, i, i, i
49: CCN1C(=O)[C@H]2[C@@H](c3ccc(Cl)cc3)N3C(=O)CN(CC4CC4)C(=O)[C@@]3(Cc3ccccc3)[C@H]2C1=O
    -2, i, i, i, i, i, i, i, i, i, i
50: Cc1cc(C(=O)COC(=O)CCc2nc3ccccc3c(=O)[nH]2)c(C)n1CC1CCCO1 (centres undefined)
    -9, i, i, i, i, ., i, i, ., i, i

More records
Every second line gives: hERG protect, RGS4 block, ANO1 block, MrgX1 ag, RGS4 act, KCNK3 block, MrgX1 PAM, KCNQ1 inh, ANO1 activ, KCNK9 inh, KCNQ1 act
51: Cc1cc(C(=O)Nc2ccc3nc(C)sc3c2)c2ccccc2n1
    -10, i, i, i, i, i, i, i, i, i, i
52: Cc1[nH]c(C)c(S(=O)(=O)Nc2ccccc2Cl)c1C(=O)N1CCCC1
    -4, i, i, i, i, i, i, i, i, i, i
53: CN(C)c1ccc(N=Cc2nc(-c3ccccc3)oc2O)cc1
    -7, i, i, i, i, i, i, i, i, i, i
54: COC(=S)N/C(=N\S(=O)(=O)c1ccc(Cl)cc1)c1ccccc1
    -6, i, i, i, i, i, i, i, i, i, i
55: CCOC(=O)C(=CNc1ccc2c(c1)nnn2-c1ccc(Cl)cc1)C(=O)OCC
    -8, i, i, i, i, i, i, i, i, i, i
56: CCc1ccc(N2CC(C(=O)OCC(=O)c3c(N)n(CC(C)C)c(=O)n(C)c3=O)CC2=O)cc1 (centres undefined)
    -12, i, i, i, i, i, i, i, i, i, i
57: CCN(CC(=O)NCc1cccnc1)S(=O)(=O)c1ccc(OC)cc1
    -8, i, i, i, i, i, i, i, i, i, i
58: CCOC(=O)c1cc2nc(-c3ccccc3)cc(C)n2n1
    -3, i, i, i, i, i, i, i, i, i, i
59: COc1ccccc1-c1noc(CCCC(=O)N2CCOCC2)n1
    -4, i, i, i, i, i, i, i, i, i, i
60: Cc1ccc2nc(N3CCN(Cc4nnnn4C4CCCC4)CC3)c(C#N)cc2c1
    -10, i, i, i, i, i, i, i, i, i, i
61: COc1ccc(NC(=O)C/C(C)=N/NC(=O)C2CCCCC2)c([N+](=O)[O-])c1
    -8, i, i, i, i, i, i, i, i, i, i
62: Cc1ccc(S(=O)(=O)c2nc(-c3ccco3)oc2SC(C)C)cc1
    -9, i, i, i, i, i, i, i, i, i, i
63: CCCc1cnc(N2CCN(S(=O)(=O)c3cccs3)CC2)nc1
    -5, i, i, i, i, i, i, i, i, i, i
64: CCOC(=O)c1cnc2nc(N3CCOCC3)nn2c1N
    -5, i, i, i, i, i, i, i, i, i, i
65: O=C(NNC(=S)Nc1ccc(Cl)cc1)c1ccccc1
    -9, i, i, i, i, i, i, i, i, i, i
66: CCOC(=O)C(Cc1ccccc1)NC(=O)CCc1c(C)nc2ncnn2c1C (centres undefined)
    -5, i, i, i, i, i, i, i, i, i, i
67: CC1CC2(CCCCC2)Nc2c1ccc1ccccc21 (centres undefined)
    -13, i, i, i, i, i, i, i, i, i, i

Random draw from the library. Share with any hit: about 6.3%.
